All columns: NCI-60 one-dose screen, growth in % after 48 h at 10 µM unless noted; 100 = growth as untreated, 0 = no growth, -100 = all killed.
BT-549 = BT-549 breast cancer; hit rate 4.4% among 78,000; AID 1794793
MCF7 = MCF7 breast cancer | hit rate 6.3% among 82,000
LOX IMVI = LOX IMVI melanoma | hit rate 7.4% among 79,000 | AID 1794757
MDA-MB-231 = MDA-MB-231 breast cancer. hit rate 5% among 81,000. AID 1794789
HS 578T = HS 578T breast cancer | hit rate 4.1% among 78,000 | AID 1794788
SK-MEL-28 = SK-MEL-28 melanoma | hit rate 4.1% among 81,000
MDA-MB-468 = MDA-MB-468 breast cancer; hit rate 8.5% among 78,000; AID 2202374
T-47D = T-47D breast cancer. hit rate 5% among 79,000
Numbers without * were called inactive; x = no result given. Rule for the calls: active = growth percent below 10; inactive = the rest. Random draw from the library; any-hit rate near 12%.

no.	SMILES	BT-549	MCF7	LOX IMVI	MDA-MB-231	HS 578T	SK-MEL-28	MDA-MB-468	T-47D
1	OCCNc1c(Cl)c(Cl)c(Cl)c(Cl)c1Cl	71	96	102	99	21	107	98	66
2	O=[N+]([O-])c1cc(Cl)ccc1Nc1cccc(F)c1	88	101	91	91	106	111	111	85
3	COc1ccc(C2=CN3CC=CCC3CC2=O)cc1 (stereo not drawn)	91	105	100	98	98	112	107	91
4	CCN(CC)CCC(CCN(CC)CC)(C(=O)O)c1ccccc1	96	98	113	93	105	103	104	102
5	O=C1Nc2ccccc2C1=NCCN1CCOCC1	106	95	92	96	105	106	x	109
6	COc1cc(Cn2cc(C#N)c(N)c2C(=O)c2ccc(Cl)cc2Cl)cc(OC)c1OC	87	94	103	92	94	107	91	94
7	COc1ccc(NC(=O)C2=C(C)NC(=O)N(C)C23C(=O)Nc2ccccc23)cc1 (stereo not drawn)	99	106	94	102	99	114	109	89
8	OC(c1cc2c(Cl)cc(Cl)cc2c2cc(C(F)(F)F)ccc12)C1CCCCN1 (stereo not drawn)	50	-76*	-66*	-73*	-56*	-75*	-89*	-78*

A few values from the list.
#1 @ MDA-MB-231 = 99
#7 @ SK-MEL-28 = 114
#4 @ MCF7 = 98
#6 @ LOX IMVI = 103
#2 @ MCF7 = 101

Next section:
no.	SMILES	BT-549	MCF7	LOX IMVI	MDA-MB-231	HS 578T	SK-MEL-28	MDA-MB-468	T-47D
9	COc1cc2c(OCCN3CCOCC3)nc3c4cc5c(cc4ccc3c2cc1OC)OCO5	33	68	72	53	69	80	64	75
10	O=C1Nc2cc(-c3ccc(NC(=O)c4cccc([N+](=O)[O-])c4)cc3)ccc2/C1=C/c1ccc[nH]1	120	2.7*	87	87	108	97	-11*	27
11	O=C(Nc1ccc(F)c(Cl)c1)Nc1ccc2oc(=O)ccc2c1	107	75	86	89	108	110	77	75
12	O=C(c1ccc(O)cc1)C1[C@H](c2ccccc2Br)[C@@H](c2ccccc2)NC12C(=O)Nc1ccccc12 (stereo partly drawn)	52	11	5.2*	41	49	59	-36*	51
13	CC1(C)NCc2c3c(ccc4nc(-c5cn[nH]c5C(F)(F)F)c5c(c43)CCCC5)nn21	90	86	88	86	60	102	106	79
14	CCc1ccc(C(=Nc2ccc(N(C)C(=O)CN3CCN(C)CC3)cc2)c2c(O)[nH]c3ccc(C(=O)OC)cc23)cc1	-88*	-68*	-94*	-71*	-49*	-87*	-76*	x
15	NC(=O)c1cc(Cl)ccc1N	92	97	76	95	106	101	x	85
16	CCN(CC)Cc1cccc(C)c1OC(=O)c1ccccc1	105	98	103	111	110	112	96	104
17	CSc1nccc(-c2c(-c3ccc(F)c(O)c3)nc3sccn23)n1	115	91	92	95	77	106	104	97
18	C=C1CCC2C3(C)COC(c4ccco4)OC3CCC2(C)C1CC(Sc1ccccc1)C1=CCOC1=O (stereo not drawn)	5.7*	23	-96*	79	114	56	17	77
19	Cc1cccc2c1nc(-c1c(F)cc(Br)cc1F)n2Cc1c(F)cccc1F	83	80	82	73	89	90	56	47
20	COc1ccc(-c2nn(-c3ccccc3)cc2/C=C2\SC(=S)N(CCc3ccc(O)cc3)C2=O)cc1	103	71	73	75	79	99	x	56
21	O=C(c1ccccc1)C(O)(CN1CCCCC1)c1ccccc1 (stereo not drawn)	105	101	96	108	x	112	113	106
22	O=S(=O)(O)c1cccc2ccc(O)cc12	108	103	103	109	106	111	104	105
23	COc1cccc(/C=C2/C[C@]3(C)[C@H]4CC[C@@H]5[C@@H]([C@@](C)(O)CC/C=C/C(C)C)CC[C@@]5(C)[C@]4(C)CC[C@H]3C(C)(C)C2=O)c1OC	97	86	x	96	97	103	83	78
24	CC(=O)Nc1cc2c(cc1[N+](=O)[O-])-c1ccccc1C2O (stereo not drawn)	104	92	102	111	96	114	105	98

The list goes on (four carried over from the part before).
no.	SMILES	BT-549	MCF7	LOX IMVI	MDA-MB-231	HS 578T	SK-MEL-28	MDA-MB-468	T-47D
21	O=C(c1ccccc1)C(O)(CN1CCCCC1)c1ccccc1 (stereo not drawn)	105	101	96	108	x	112	113	106
22	O=S(=O)(O)c1cccc2ccc(O)cc12	108	103	103	109	106	111	104	105
23	COc1cccc(/C=C2/C[C@]3(C)[C@H]4CC[C@@H]5[C@@H]([C@@](C)(O)CC/C=C/C(C)C)CC[C@@]5(C)[C@]4(C)CC[C@H]3C(C)(C)C2=O)c1OC	97	86	x	96	97	103	83	78
24	CC(=O)Nc1cc2c(cc1[N+](=O)[O-])-c1ccccc1C2O (stereo not drawn)	104	92	102	111	96	114	105	98
25	NC(N)=N/N=C/c1ccc(C(=O)O)cc1	104	101	99	110	x	109	106	105
26	CCN1C(=S)N(c2ccccc2)C2C1NN=c1s/c(=C3\C(=O)N(C(C)C)c4ccccc43)c(=O)n12 (stereo not drawn)	97	65	48	36	55	102	95	63
27	O=C(NCCc1ccccc1)/C(=C\c1ccc(Cl)cc1Cl)NC(=O)c1ccccc1	104	92	93	91	96	105	95	98
28	COc1cc(CNC(=O)CCCC/C=C/C(C)C)ccc1OCc1cn(-c2cccc(Cl)c2)nn1	99	87	89	65	75	106	75	81
29	CCCCNC(=O)CC1=C(C)/C(=C/c2[nH]c(-c3ccc[nH]3)cc2OC)N=C1C	42	22	-37*	13	43	31	38	33
30	CCN(CC)CCOC(=O)c1c(OC)ccc(OC)c1OC	94	95	105	103	98	108	99	100
31	O=C(CC1C(=O)c2ccccc2C1=C1C(=O)c2ccccc2C1=O)c1ccccc1 (stereo not drawn)	90	83	82	90	83	112	99	77
32	CCCCCCCCCCCCNC(C(=O)c1ccccc1)c1ccccc1 (stereo not drawn)	102	86	101	108	103	103	90	95

In the list so far, these have a CF3 group:
no.	SMILES	BT-549	MCF7	LOX IMVI	MDA-MB-231	HS 578T	SK-MEL-28	MDA-MB-468	T-47D
8	OC(c1cc2c(Cl)cc(Cl)cc2c2cc(C(F)(F)F)ccc12)C1CCCCN1 (stereo not drawn)	50	-76*	-66*	-73*	-56*	-75*	-89*	-78*
13	CC1(C)NCc2c3c(ccc4nc(-c5cn[nH]c5C(F)(F)F)c5c(c43)CCCC5)nn21	90	86	88	86	60	102	106	79

The results go on:
no.	SMILES	BT-549	MCF7	LOX IMVI	MDA-MB-231	HS 578T	SK-MEL-28	MDA-MB-468	T-47D
33	O=C(NCCN1CCC(n2c(=O)[nH]c3cc(Cl)ccc32)CC1)c1ccc(F)cc1	105	107	101	112	109	105	109	103
34	CCc1ccc(C2=NN(c3ccc(S(N)(=O)=O)cc3)C(c3ccc(C)cc3)C2)cc1 (stereo not drawn)	104	79	93	97	99	99	99	63
35	COc1ccccc1Cn1cc(C#N)c(N)c1C(=O)c1ccc(Cl)cc1Cl	108	90	84	82	68	90	81	91
36	O=C(Nc1ccc2c(c1)Cc1ccccc1-2)C(F)(F)F	x	89	86	109	x	108	108	104
37	COc1cc(O)c2c(=O)c3c([C@H]4c5c(OC)c(O)c6oc7cc(OC)cc(O)c7c(=O)c6c5[C@@H]5C=C(C)CC(C)(C)[C@H]45)cc(OC)c(O)c3oc2c1	71	39	61	67	73	76	45	78
38	COc1cc(-c2csc(NC(=O)Nc3cccc(C(F)(F)F)c3)n2)cc(OC)c1OC	44	36	62	64	71	73	19	7.6*
39	Cc1nc2scc(-c3ccccc3)n2c(=O)c1CCN1CCOCC1	103	93	92	79	112	105	113	85
40	Oc1c2c(n3cccc13)=c1ccccc1=N2	96	73	x	92	103	106	99	99
41	CC(=O)/C(=C/c1ccc(C#N)cc1)C(=O)c1ccccc1	91	44	19	86	92	87	75	88
42	CC(C)C1(c2ccccc2)NC(=O)NC1=O (stereo not drawn)	82	92	95	104	105	109	107	95
43	Nc1c(C(=O)Nc2cccc3ccccc23)sc2nc3c(cc12)CCCC3	65	21	39	33	28	x	35	56
44	CN(c1ccccc1)c1ccccc1	101	98	99	117	98	115	107	92
45	O=C1COc2ccccc2C(=O)N1CCCCn1ccnc1	108	91	98	113	97	104	102	101
46	COCCOCCOCCOCCOc1ccc2c(c1)C(=O)c1nc3ncccc3c(=O)n1-2	-96*	-65*	-88*	24	-25*	-75*	x	11
47	O=C1CCCc2ccccc21	97	91	97	100	111	98	99	91
48	O=C1/C=C(/c2cc3ccccc3o2)NCCNC1=O	100	120	105	96	93	103	x	68
49	O=[N+]([O-])c1cccnc1Oc1cc(Cl)c(Cl)cc1Cl	100	102	103	116	100	112	87	100
50	CC(=O)N1c2ccccc2N(C(C)=O)c2ccccc21	99	97	103	110	78	107	92	96
51	C[C@@]12Cc3ccccc3N[C@@H]1N(Cc1ccccc1)c1ccccc12	114	100	105	122	119	102	117	93
52	COc1ccc(C2CC(c3ccc(OC)cc3OC)=NN2C(=O)c2ccc(S(N)(=O)=O)cc2)cc1 (stereo not drawn)	116	84	100	94	100	107	105	98
53	O=C(CBr)CN1C(=O)c2ccccc2C1=O	111	98	95	107	105	101	103	94
54	CC(=O)OCN(C)N=Nc1ccc(C(C)=O)cc1	93	89	91	x	93	114	89	x
55	CCN(CC)CCOC(=O)c1ccc(N=Nc2ccc(O)c(OC)c2)cc1	101	96	92	110	99	107	94	87
56	CC(=O)[C@@]1(O)CC[C@H]2[C@@H]3CC[C@H]4C[C@@H](O)CC[C@]4(C)[C@H]3C(=O)C[C@@]21C	100	99	96	107	108	106	94	94
57	CCOP(=O)(Nc1cccc2oc(=O)c3ccccc3c12)OCC	104	76	91	93	98	124	64	92
58	O=S(=O)(c1ccccc1)N(Cc1ccccc1)c1ccccc1	98	107	88	87	99	115	92	84
59	Cc1cccc(N2CCN(C(=S)c3ccccc3)CC2)c1	119	94	96	100	111	107	x	100
60	O=C1NC(=S)NC(=O)C1=Cc1cccc(C=C2C(=O)NC(=S)NC2=O)c1	88	97	102	108	103	110	103	98
61	CS(=O)(=O)Oc1ccccn1	113	96	110	111	108	105	106	112
62	C=CCC(C#N)(NC(C)=O)C(=O)OCC (stereo not drawn)	103	97	94	108	98	99	94	99
63	C/C(O)=C(/C=N/C(=S)Nc1ccc(S(N)(=O)=O)cc1)C(=O)Nc1ccccc1C	110	98	95	95	102	109	116	100
64	Clc1cnc2ccccc2n1	108	89	96	103	102	101	121	95
65	COc1ccc(C(=O)c2cc(C(C)=O)c3cc(N(C)C)ccn23)cc1OC	94	80	80	79	79	90	86	89
66	CCCCc1nc(Cl)c(C2CC(c3ccccc3)=NN2C=O)[nH]1 (stereo not drawn)	101	87	94	95	96	102	93	85
67	NNC(=O)c1ccc(Sc2ccc([N+](=O)[O-])cc2)cc1	98	94	99	85	98	111	90	89
68	C/C(=N\NC(=O)c1sc(=S)n(-c2ccc(Cl)cc2)c1N)c1cnccn1	105	86	64	76	74	92	104	72
69	CC1=NCCc2ccccc21	95	96	96	100	101	103	94	115
70	COc1ccn(C)c(=O)n1	116	93	99	113	107	113	108	101
71	CC(C)n1c(=O)nc(-c2ccccc2)c2cc3c(cc21)OCO3	98	95	100	115	103	111	94	97
72	OCC(O)c1nc2ccc3[nH]ncc3c2c2c1CCCC2 (stereo not drawn)	-25*	8.0*	2.4*	1.6*	-10*	-3.6*	-28*	14
73	CNCCCNc1nc2ccccc2c2c(=O)c3cc(OC)ccc3sc12	89	59	-38*	20	75	103	25	82
74	COc1c(C)cnc(CSc2nc(-c3ccc(F)cc3)cn2-c2ccc(Cl)cc2)c1C	100	89	100	94	96	106	98	66

An excerpt of these results, as labelled records.
66. CCCCc1nc(Cl)c(C2CC(c3ccccc3)=NN2C=O)[nH]1 (stereo not drawn)
  BT-549: 101
  MCF7: 87
  LOX IMVI: 94
  MDA-MB-231: 95
  HS 578T: 96
  SK-MEL-28: 102
  MDA-MB-468: 93
  T-47D: 85

67. NNC(=O)c1ccc(Sc2ccc([N+](=O)[O-])cc2)cc1
  BT-549: 98
  MCF7: 94
  LOX IMVI: 99
  MDA-MB-231: 85
  HS 578T: 98
  SK-MEL-28: 111
  MDA-MB-468: 90
  T-47D: 89

68. C/C(=N\NC(=O)c1sc(=S)n(-c2ccc(Cl)cc2)c1N)c1cnccn1
  BT-549: 105
  MCF7: 86
  LOX IMVI: 64
  MDA-MB-231: 76
  HS 578T: 74
  SK-MEL-28: 92
  MDA-MB-468: 104
  T-47D: 72

Bioassay records (PubChem BioAssay)
